Screens: PubChem, NMMLSC
Bcl-XL Bim block: disrupts Bim peptide binding to human Bcl-XL | AID 1007 | Q07817 | bead flow cytometry, fluorescence | actives 0.04% (n = 190,000) | inhibition, % at 10 µM
ABCG2 block: blocks JC-1 efflux by human ABCG2 transporter; actives 0.1% (n = 190,000); IgMXP3 cells, flow cytometry; inhibition, % at 6.6 µM; Q9UNQ0;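 active = inhibition above 80%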;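 note: 0% = DMSO and 100% = nicardipine control wells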
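Read-out basis: Efflux inhibition in percent versus controls | Test system: ABCG2 IgMXP3 and barcoded ABCB1 CCRF-Adr cell mix | Quantity: 3 million cells/mL in well | Schedule: 10 min at 25 °C | Control set: Nicardipine as high control, DMSO as low control | Reagent: JC-1 as fluorescent efflux pump substrate | Signal: Flow cytometry of retained JC-1 fluorescence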
ABCB1 inh: human ABCB1 inhibition, ABCG2 as counter-screen | P08183 | CCRF-Adr cells, JC-1 efflux, flow cytometry | inhibition, % at 6.6 µM | actives 0.067% (n = 190,000); in the data active = inhibition above about 40%;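 note: 0% = vehicle and 100% = reference inhibitor; higher value means more JC-1 retained so stronger ABCB1 efflux block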
Target sequence (P08183 whole entry, looked up): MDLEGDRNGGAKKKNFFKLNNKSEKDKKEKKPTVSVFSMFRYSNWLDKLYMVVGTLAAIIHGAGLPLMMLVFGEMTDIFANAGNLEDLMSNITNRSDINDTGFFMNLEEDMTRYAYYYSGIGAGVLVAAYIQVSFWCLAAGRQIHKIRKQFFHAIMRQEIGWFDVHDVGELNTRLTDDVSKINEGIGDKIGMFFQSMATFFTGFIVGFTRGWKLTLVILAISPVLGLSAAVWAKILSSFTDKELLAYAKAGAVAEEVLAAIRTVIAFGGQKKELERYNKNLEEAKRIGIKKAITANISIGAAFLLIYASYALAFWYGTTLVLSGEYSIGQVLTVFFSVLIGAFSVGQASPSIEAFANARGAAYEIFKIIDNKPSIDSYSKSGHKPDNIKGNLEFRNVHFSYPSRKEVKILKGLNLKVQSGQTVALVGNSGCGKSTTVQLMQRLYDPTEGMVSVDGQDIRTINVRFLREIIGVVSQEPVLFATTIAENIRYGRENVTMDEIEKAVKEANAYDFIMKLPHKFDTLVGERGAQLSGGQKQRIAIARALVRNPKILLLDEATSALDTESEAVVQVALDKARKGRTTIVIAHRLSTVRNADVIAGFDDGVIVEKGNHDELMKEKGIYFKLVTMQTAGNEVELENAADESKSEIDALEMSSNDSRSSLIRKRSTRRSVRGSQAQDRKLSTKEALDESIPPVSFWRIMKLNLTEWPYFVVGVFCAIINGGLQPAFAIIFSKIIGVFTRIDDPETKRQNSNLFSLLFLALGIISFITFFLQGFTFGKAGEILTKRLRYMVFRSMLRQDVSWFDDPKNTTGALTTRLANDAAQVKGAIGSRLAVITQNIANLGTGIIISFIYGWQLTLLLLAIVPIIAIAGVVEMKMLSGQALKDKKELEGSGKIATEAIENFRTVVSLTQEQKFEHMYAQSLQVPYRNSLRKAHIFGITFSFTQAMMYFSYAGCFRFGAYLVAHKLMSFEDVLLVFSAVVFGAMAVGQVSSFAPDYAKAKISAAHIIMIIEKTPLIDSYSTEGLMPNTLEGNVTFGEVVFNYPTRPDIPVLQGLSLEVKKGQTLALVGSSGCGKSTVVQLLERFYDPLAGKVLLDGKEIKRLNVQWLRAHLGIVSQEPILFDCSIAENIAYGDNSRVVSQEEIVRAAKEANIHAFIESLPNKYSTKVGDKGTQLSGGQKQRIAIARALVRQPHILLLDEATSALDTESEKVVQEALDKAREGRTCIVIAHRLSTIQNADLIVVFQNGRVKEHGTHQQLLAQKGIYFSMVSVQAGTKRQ
Avidin fluor: avidin bead compound fluorescence profile; fluorescence (KMESF) at 10 µM; actives 0.38% (n = 220,000); Avidin beads, compound fluorescence 488/530 nm, flow cytometry; active compounds read high; AID 1775; in the data active = fluorescence above about 47; note: inactives centre near 10
Bim-Bcl-W: disrupts Bim peptide binding to human Bcl-W. actives 0.02% (n = 190,000). bead-based flow cytometry. inhibition, % at 10 µM. Q92843;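 note: 0% = bound tracer without compound and 100% = peptide blocker; higher means less fluorescent Bim peptide bound to Bcl-W beads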
GSH fluor: compound fluoresces at 488/530 nm on GSH beads. GSH beads flow cytometry, compound fluorescence 488/530 nm; active compounds read high. fluorescence (KMESF) at 10 µM. actives 0.25% (n = 190,000); in the data active = fluorescence above about 89;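 note: glutathione beads carrying GST-tagged Bcl family fusion proteins plus one bare bead set; values are compound well signal with DMSO vehicle wells as background; inactives centre near 16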
RGS4-Gao reg: modulates binding of RGS4 to human Galphao | AID 1415 | binding response (% of control), % at 10 µM | Multiplexed bead flow cytometry; actives lie on both sides | actives 0.33% (n = 220,000); in the data active = binding response below about 49% or above about 150%; inactive = in between;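 note: fluorescent Galphao activated with aluminum fluoride binding bead-coupled RGS4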
Bfl-1 Bim block: human Bim-Bfl-1 interaction inhibition; Bead-based flow cytometry, Bim-Bfl-1 binding inhibition; inhibition, % at 10 µM; actives 0.12% (n = 190,000); AID 1008;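 note: 0% = wells without compound plus tracer and 100% = blocker peptide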
RGS7-Gao reg: regulators of human RGS7-Galphao interaction | P09471 | binding response (% of control), % at 10 µM | Multiplexed bead flow cytometry, RGS7-Galphao binding; actives lie on both sides | AID 1439 | actives 0.35% (n = 220,000); in the data active = binding response below about 49% or above about 150%; inconclusive = no clear call, values can overlap the other calls; inactive = in between;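 note: fluorescent Galphao held in activated GDP-AlF4 state binding bead-coupled RGS7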
Bcl-2 Bim block: inhibitors of Bim-Bcl-2 interaction, human. Bead-based flow cytometry, Bim peptide-Bcl-2 binding. inhibition, % at 10 µM. actives 0.06% (n = 190,000); in the data active = inhibition above about 40%; inconclusive = no clear call, values can overlap the other calls;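 note: 0% = no compound wells with probe peptide and 100% = reference peptide inhibitor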
Bim-Bcl-B: disrupts Bim peptide binding to human Bcl-B; inhibition, % at 10 µM; actives 0.073% (n = 190,000); bead-based flow cytometry; Q9HD36;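 note: 0% = tracer peptide without compound and 100% = reference inhibitor peptide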
An asterisk follows results filed as active. Cut-off read from the data, not from the text of the source, unless noted: active = inhibition above about 40%.

For O=C(Nc1ccccn1)C1COc2ccccc2O1 (stereo unspecified) the results were Bcl-XL Bim block -1, ABCG2 block 0, ABCB1 inh 0.0, Avidin fluor 20, Bim-Bcl-W 0, GSH fluor 20, RGS4-Gao reg 100, Bfl-1 Bim block -1, RGS7-Gao reg 100, Bcl-2 Bim block 16 and Bim-Bcl-B -4.
Screening CCOc1cc(C(=O)Nc2c(C)ccc3nsnc23)cc(OCC)c1OCC returned Bcl-XL Bim block -6, ABCG2 block 2, ABCB1 inh 0.6, Avidin fluor 4, Bim-Bcl-W 4, GSH fluor 23, RGS4-Gao reg 95, Bfl-1 Bim block 0, RGS7-Gao reg 99, Bcl-2 Bim block -29 and Bim-Bcl-B 4.
`COc1ccc(NC(=O)C(Sc2ccccc2)c2ccccc2)c(OC)c1` (stereo unspecified) gave Bcl-XL Bim block 15, ABCG2 block 60, ABCB1 inh 2.9, Avidin fluor 7, Bim-Bcl-W 11, GSH fluor 18, RGS4-Gao reg 97, Bfl-1 Bim block 12, RGS7-Gao reg 91, Bcl-2 Bim block 0 and Bim-Bcl-B 12.
For Nc1nc(-c2ccc3c(c2)CCO3)cs1 the results were Bcl-XL Bim block -3, ABCG2 block 1, ABCB1 inh 0.0, Avidin fluor 27, Bim-Bcl-W -3, GSH fluor 61, RGS4-Gao reg 105, Bfl-1 Bim block -9, RGS7-Gao reg 109, Bcl-2 Bim block -2 and Bim-Bcl-B -6.
`COC(=O)CSc1nnc(-c2ccccc2OC)o1` gave Bcl-XL Bim block 1, ABCG2 block 2, ABCB1 inh 0.2, Avidin fluor 12, Bim-Bcl-W 2, GSH fluor 17, RGS4-Gao reg 102, Bfl-1 Bim block -2, RGS7-Gao reg 102, Bcl-2 Bim block -3 and Bim-Bcl-B 0.
Screening COc1cccc(C2Nc3c(F)cc(Br)cc3C3C=CCC32)c1OC (stereo unspecified) returned Bcl-XL Bim block -2, ABCG2 block -12, ABCB1 inh -2.3, Avidin fluor 3, Bim-Bcl-W -1, GSH fluor 12, RGS4-Gao reg 94, Bfl-1 Bim block 3, RGS7-Gao reg 97, Bcl-2 Bim block 2 and Bim-Bcl-B -4.
Screening COCCn1c(N)c(C(=O)Nc2sc3c(c2C(=O)OC)CCCC3)c2nc3ccccc3nc21 returned Bcl-XL Bim block 41*, ABCG2 block -5, ABCB1 inh -1.2, Avidin fluor 9, Bim-Bcl-W 27, GSH fluor 12, RGS4-Gao reg 94, Bfl-1 Bim block 7, RGS7-Gao reg 93, Bcl-2 Bim block 17 and Bim-Bcl-B 25.
Screening COC(=O)Cn1c(C(=O)N2CCCC2)cc2c1C[C@H]1CN(C(=O)c3ccccc3)[C@@](Cc3ccc(F)cc3)(C(=O)OC)[C@@H]21 returned Bcl-XL Bim block -1, ABCG2 block 1, ABCB1 inh 3.4, Avidin fluor 10, Bim-Bcl-W 1, GSH fluor 17, RGS4-Gao reg 105, Bfl-1 Bim block 0, RGS7-Gao reg 107, Bcl-2 Bim block 0 and Bim-Bcl-B -2.
`COc1cc(/C=N/NC(=O)C(N)=O)ccc1OC(=O)c1cccs1` gave Bcl-XL Bim block -5, ABCG2 block 17, ABCB1 inh 1.9, Avidin fluor 18, Bim-Bcl-W 0, GSH fluor 14, RGS4-Gao reg 99, Bfl-1 Bim block -8, RGS7-Gao reg inconclusive, Bcl-2 Bim block -3 and Bim-Bcl-B -3.
`O=C(CCc1n[nH]c(=O)[nH]c1=O)N/N=C/c1ccco1` gave Bcl-XL Bim block -2, ABCG2 block 0, ABCB1 inh -0.2, Avidin fluor 20, Bim-Bcl-W -1, GSH fluor 14, RGS4-Gao reg 107, Bfl-1 Bim block -7, RGS7-Gao reg 103, Bcl-2 Bim block -1 and Bim-Bcl-B -5.
`Cc1cccc2cc(C3CC(c4ccco4)=NN3S(=O)(=O)c3ccccc3)c(Cl)nc12` (stereo unspecified) gave Bcl-XL Bim block -4, ABCG2 block -3, ABCB1 inh 0.9, Avidin fluor 5, Bim-Bcl-W -2, GSH fluor 9, RGS4-Gao reg 100, Bfl-1 Bim block 0, RGS7-Gao reg 99, Bcl-2 Bim block 3 and Bim-Bcl-B -3.
For O=C(NC(Cc1ccccc1)C(=O)O)c1ccccc1 (stereo unspecified) the results were Bcl-XL Bim block -1, ABCG2 block -3, ABCB1 inh -2.5, Avidin fluor 14, Bim-Bcl-W 0, GSH fluor 27, RGS4-Gao reg 100, Bfl-1 Bim block -6, RGS7-Gao reg 96, Bcl-2 Bim block -8 and Bim-Bcl-B -4.
Screening COc1cc(/C=N/NC(=O)C(Cc2c[nH]c3ccccc23)NC(=O)OCC(C)C)cc([N+](=O)[O-])c1OCc1ccccc1 (stereo unspecified) returned Bcl-XL Bim block 2, ABCG2 block 2, ABCB1 inh 0.3, Avidin fluor 14, Bim-Bcl-W 1, GSH fluor 10, RGS4-Gao reg 104, Bfl-1 Bim block -1, RGS7-Gao reg 108, Bcl-2 Bim block -1 and Bim-Bcl-B 0.
Screening Cc1cc(C)n(CC(=O)O)c(=O)c1[N+](=O)[O-] returned Bcl-XL Bim block 1, ABCG2 block -2, ABCB1 inh -0.8, Avidin fluor 8, Bim-Bcl-W -1, GSH fluor 9, RGS4-Gao reg 100, Bfl-1 Bim block 6, RGS7-Gao reg inconclusive, Bcl-2 Bim block -1 and Bim-Bcl-B 0.
CC(C)C(NC(=O)c1ccc2c(c1)OCO2)C(=O)N/N=C/c1cccs1 (stereo unspecified) was read as Bcl-XL Bim block -5, ABCG2 block -1, ABCB1 inh -0.1, Avidin fluor 4, Bim-Bcl-W -3, GSH fluor 8, RGS4-Gao reg 102, Bfl-1 Bim block -1, RGS7-Gao reg 103, Bcl-2 Bim block 0 and Bim-Bcl-B -3.
`CCOC(=O)C1CCCN(C(=O)c2sc3nc(-c4ccccc4)cn3c2C)C1` (stereo unspecified) gave Bcl-XL Bim block -5, ABCG2 block 10, ABCB1 inh 4.6, Avidin fluor 25, Bim-Bcl-W -3, GSH fluor 11, RGS4-Gao reg 79, Bfl-1 Bim block -1, RGS7-Gao reg 85, Bcl-2 Bim block -2 and Bim-Bcl-B -2.
Screening Cc1nc2ncnn2c(N2CCN(C(=O)c3cccc(F)c3)CC2)c1Cc1ccccc1 returned Bcl-XL Bim block -2, ABCG2 block 0, ABCB1 inh 0.2, Avidin fluor 0, Bim-Bcl-W -1, GSH fluor 31, RGS4-Gao reg 82, Bfl-1 Bim block 4, RGS7-Gao reg 80, Bcl-2 Bim block 1 and Bim-Bcl-B 0.
`CCN1C(=O)N[C@H](c2ccc(Br)cc2)C(C(C)=O)=C1C` gave Bcl-XL Bim block -2, ABCG2 block -3, ABCB1 inh -0.3, Avidin fluor 7, Bim-Bcl-W -1, GSH fluor 18, RGS4-Gao reg 104, Bfl-1 Bim block 0, RGS7-Gao reg 102, Bcl-2 Bim block 0 and Bim-Bcl-B 0.
Cc1ccc(/C=C(\NC(=O)c2ccccc2)C(=O)OCc2ccccc2)cc1 was read as Bcl-XL Bim block -2, ABCG2 block 4, Avidin fluor 16, Bim-Bcl-W -1, GSH fluor 10, RGS4-Gao reg 96, Bfl-1 Bim block -2, RGS7-Gao reg 98, Bcl-2 Bim block -2 and Bim-Bcl-B -2.
`CCCOCn1cc(F)c(=O)[nH]c1=O` gave Bcl-XL Bim block -7, ABCG2 block 15, ABCB1 inh 1.2, Avidin fluor 9, Bim-Bcl-W -6, GSH fluor 12, RGS4-Gao reg 101, Bfl-1 Bim block -14, RGS7-Gao reg 101, Bcl-2 Bim block -12 and Bim-Bcl-B -11.
O=C(Cn1c(O)c(/C=C2\C=Nc3ccc(Br)cc32)sc1=O)N1CCCC1 was read as Bcl-XL Bim block -4, ABCG2 block -1, ABCB1 inh -0.1, Avidin fluor 30, Bim-Bcl-W 0, GSH fluor 26, RGS4-Gao reg 100, Bfl-1 Bim block -9, RGS7-Gao reg 94, Bcl-2 Bim block -8 and Bim-Bcl-B -8.
For O=C(COc1ccc(Cl)cc1)Nc1ccc(Cl)cn1 the results were Bcl-XL Bim block -1, ABCG2 block 0, ABCB1 inh -0.3, Avidin fluor 11, Bim-Bcl-W -1, GSH fluor 22, RGS4-Gao reg 100, Bfl-1 Bim block 0, RGS7-Gao reg 100, Bcl-2 Bim block -1 and Bim-Bcl-B 0.
Screening CC(=O)Nc1cccc(-c2nnc3c4ccccc4c(C)nn23)c1 returned Bcl-XL Bim block 0, ABCG2 block 3, ABCB1 inh 0.2, Avidin fluor 10, Bim-Bcl-W 3, GSH fluor 14, RGS4-Gao reg 101, Bfl-1 Bim block -1, RGS7-Gao reg 101, Bcl-2 Bim block 0 and Bim-Bcl-B -4.
For O=C1CCN(c2ncccc2[N+](=O)[O-])CC1 the results were Bcl-XL Bim block -2, ABCG2 block 5, ABCB1 inh 0.1, Avidin fluor 8, Bim-Bcl-W -3, GSH fluor 68, RGS4-Gao reg 97, Bfl-1 Bim block 0, RGS7-Gao reg 93, Bcl-2 Bim block -2 and Bim-Bcl-B 0.
Cc1oc2cc(O)ccc2c(=O)c1Oc1ccccc1Br was read as Bcl-XL Bim block -1, ABCG2 block 1, ABCB1 inh 0.4, Avidin fluor 6, Bim-Bcl-W 0, GSH fluor 15, RGS4-Gao reg 96, Bfl-1 Bim block -7, RGS7-Gao reg 97, Bcl-2 Bim block 5 and Bim-Bcl-B 0.
COCCN1Cc2cc3cc(C)ccc3nc2SC1=Nc1ccc(OC)cc1 was read as Bcl-XL Bim block -4, ABCG2 block 1, ABCB1 inh 0.5, Avidin fluor 10, Bim-Bcl-W -3, GSH fluor 14, RGS4-Gao reg 93, Bfl-1 Bim block -4, RGS7-Gao reg 93, Bcl-2 Bim block -2 and Bim-Bcl-B -8.
`CCc1ccc2c(c1)cc(CN(C(=S)Nc1ccccc1C)C1CC1)c1nnnn12` gave Bcl-XL Bim block 1, ABCG2 block 2, ABCB1 inh 1.3, Avidin fluor 5, Bim-Bcl-W 3, GSH fluor 50, RGS4-Gao reg 99, Bfl-1 Bim block -8, RGS7-Gao reg 99, Bcl-2 Bim block -4 and Bim-Bcl-B -9.
O=C(N/N=C/C1CC=CCC1)c1ccc(Cl)cc1O (stereo unspecified) was read as Bcl-XL Bim block 1, ABCG2 block -3, ABCB1 inh -0.5, Avidin fluor 11, Bim-Bcl-W 4, GSH fluor 9, RGS4-Gao reg 104, Bfl-1 Bim block -2, RGS7-Gao reg 104, Bcl-2 Bim block -1 and Bim-Bcl-B -2.

Structural class: the entries above with an aryl thioether with sulfur outside any ring.
`COc1ccc(NC(=O)C(Sc2ccccc2)c2ccccc2)c(OC)c1` (stereo unspecified) gave Bcl-XL Bim block 15, ABCG2 block 60, ABCB1 inh 2.9, Avidin fluor 7, Bim-Bcl-W 11, GSH fluor 18, RGS4-Gao reg 97, Bfl-1 Bim block 12, RGS7-Gao reg 91, Bcl-2 Bim block 0 and Bim-Bcl-B 12.
`COC(=O)CSc1nnc(-c2ccccc2OC)o1` gave Bcl-XL Bim block 1, ABCG2 block 2, ABCB1 inh 0.2, Avidin fluor 12, Bim-Bcl-W 2, GSH fluor 17, RGS4-Gao reg 102, Bfl-1 Bim block -2, RGS7-Gao reg 102, Bcl-2 Bim block -3 and Bim-Bcl-B 0.

Compounds were not picked by outcome (roughly 1.3% active in at least one column).
